From PubChem
CHT block: inhibits the human high affinity choline transporter. Q9GZV3. CHT-expressing cells, membrane potential dye, choline response; stronger effect = lower value. B-score at 10 µM. actives 0.86% (n = 310,000);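 active means B-score over 3 SD under the library average, and starting fluorescence ratio not unusually high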;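 further: choline stimulus applied at its EC90 after an EC20 pre-addition; B-score computed on integrated fluorescence ratio after choline addition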
Target sequence (Q9GZV3 whole entry, looked up): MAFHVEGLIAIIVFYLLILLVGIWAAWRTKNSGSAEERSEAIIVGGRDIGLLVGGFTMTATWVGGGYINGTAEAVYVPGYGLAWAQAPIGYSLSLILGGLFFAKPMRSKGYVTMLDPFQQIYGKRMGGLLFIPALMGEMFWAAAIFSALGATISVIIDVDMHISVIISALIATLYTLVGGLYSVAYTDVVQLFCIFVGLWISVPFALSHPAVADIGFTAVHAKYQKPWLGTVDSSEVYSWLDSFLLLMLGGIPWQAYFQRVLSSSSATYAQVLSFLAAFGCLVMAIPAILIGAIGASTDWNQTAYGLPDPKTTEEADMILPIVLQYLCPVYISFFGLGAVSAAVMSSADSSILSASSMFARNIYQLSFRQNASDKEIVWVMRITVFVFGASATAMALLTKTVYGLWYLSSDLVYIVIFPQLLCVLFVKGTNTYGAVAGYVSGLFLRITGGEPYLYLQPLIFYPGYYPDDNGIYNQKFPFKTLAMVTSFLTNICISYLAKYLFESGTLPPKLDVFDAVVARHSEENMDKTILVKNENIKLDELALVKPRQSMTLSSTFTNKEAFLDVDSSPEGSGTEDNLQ
CHT allo act: allosteric activators of human choline transporter CHT; Q9GZV3; CHT-expressing cells, membrane potential dye, choline EC20; stronger effect = higher value; LV-AA mutant CHT in HEK293 cells; B-score at 10 µM; actives 0.49% (n = 310,000);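 active means initial fluorescence not abnormally high and integrated response B-score, plate-corrected, over 3 SD above library mean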
Numbers without * were called inactive; i = inactive.

SMILES	CHT block	CHT allo act
CCc1ccc2nc(N(CCCN(C)C)C(=O)c3ccc(S(=O)(=O)N(C)C4CCCCC4)cc3)sc2c1	i	i
NS(=O)(=O)c1ccc(CCNC(=O)c2cccc3ccccc23)cc1	i	i
Cc1ccc(N2C(=O)CC(Sc3ncn[nH]3)C2=O)cc1C (stereo not given)	i	i
CCOC(=O)Cn1c(O)c(N=NC(=O)OC)c2ccccc21	i	i
Cc1nc2nc(SCC(=O)NCCCN3CCCCC3)nn2c(C)c1Cc1ccccc1	i	i
Cc1ccc(-c2csc(N3CCN(CCCn4c(-c5ccncc5)nc5ccccc54)CC3)n2)cc1	i	i
CN(C)S(=O)(=O)c1ccc(C(=O)Nc2cccnc2)cc1	i	i
COc1ccc2nc(SCC(=O)NCc3ccccc3)[nH]c2c1	i	i
Cc1ccc(OCc2nnc(SCC(=O)c3ccccc3)n2Cc2ccco2)cc1	i	i
CCCCN1CCc2c1nc1ccc(Br)cc1c2N	-5.56*	i
O=c1cc(-c2ccccc2)n(S(=O)(=O)c2ccc3ccccc3c2)o1	i	i
CCOC(=O)c1c(-c2ccc(Cl)cc2)cn2ccccc12	i	i
CCn1c(CNC(=O)c2ccccc2Cl)cc2ccccc21	i	i
O=S(=O)(Cc1ccc(Cl)cc1)c1ccccc1-c1nnc(-c2ccccc2)o1	i	i
C=CCOc1ccc(CNCC2CCCO2)cc1 (stereo not given)	i	i
COc1cccc(N(CC(=O)Nc2ccccc2C)S(C)(=O)=O)c1	i	i
COc1cc(OC)nc(Oc2cc(C=O)ccc2OC)n1	i	i
COCCNc1cc(C)nc2cc(-c3ccc(C)cc3)nn12	i	i
CCCCN(CCCC)S(=O)(=O)c1ccc(C(=O)Nc2nnc(CSC)o2)cc1	i	i
Cc1cc(C(=O)NC2CCCN(Cc3ccc(Cl)cc3)C2)c(C)o1 (stereo not given)	i	i
CC(C)C(NC(=O)c1ccc(Cl)cc1)C(=O)O (stereo not given)	i	i
Cn1nc(-c2ccccc2)cc1NC(=O)c1ccc(Cl)cc1	i	i
CN1CCCCc2c1nc1c(c2N)CCCC1	i	i
c1ccc(C(Cc2nc(-c3cccnc3)no2)c2ccccc2)cc1	i	i

The list goes on (three carried over from the part before).
SMILES	CHT block	CHT allo act
Cn1nc(-c2ccccc2)cc1NC(=O)c1ccc(Cl)cc1	i	i
CN1CCCCc2c1nc1c(c2N)CCCC1	i	i
c1ccc(C(Cc2nc(-c3cccnc3)no2)c2ccccc2)cc1	i	i
Cc1ccc2nsnc2c1NC(=O)c1ccc2c(c1)OCCO2	i	i
OCCN(CC#CC(O)(c1ccccc1)c1cccc(F)c1)CCO (stereo not given)	i	i
N#CC1=C2Sc3ccccc3N2CCCC1=O	i	i
C=CCn1cc(C(=O)NCc2cccnc2)c(=O)c2cc(S(=O)(=O)N(CC)CC)ccc21	i	i
COc1ccc(CNC(=O)CCCn2nc(C)c3c(C)n(-c4ccc(C)cc4)nc3c2=O)cc1	i	i
CCOc1ccc(NC(=O)CSc2nc3nc(C)cc(C)n3n2)cc1	i	i
COc1ccc(CNc2ccccc2SC)cc1OC	i	i
COc1cc2c(cc1OC)C(C(=O)O)C(c1ccc(C)o1)N(C)C2=O (stereo not given)	i	i
Cc1ccc(S(=O)(=O)c2nc(-c3ccco3)oc2SCC(=O)NCC2CCCO2)cc1 (stereo not given)	i	i
Cc1ccccc1NC(=O)Cn1nnc2c(cnn2-c2ccc(F)cc2)c1=O	i	i
CC(C)C(NS(=O)(=O)c1ccc2c(c1)OCCO2)C(=O)NCCc1ccccn1 (stereo not given)	i	i
CCOC(=O)c1c(C)n(C)c2ccc(OCC(O)CN3CCC(C)CC3)cc12 (stereo not given)	i	i

Marked active in CHT block (from the list above):
compound | CHT block
CCCCN1CCc2c1nc1ccc(Br)cc1c2N | -5.56*

Later entries:
SMILES	CHT block	CHT allo act
O=C(Cc1nn[nH]n1)c1ccccc1O	i	i
CC1CC(Nc2ccccc2)c2ccccc2N1C(=O)c1ccncc1 (stereo not given)	i	i
NS(=O)(=O)c1cccc(NC(=O)CCCNC(=O)c2ccc(Cl)cc2)c1	i	i
S=C(NCc1ccc2[nH]c3c(c2c1)CCCC3)Nc1ccccc1	i	i
COc1cc(NC(=S)N(C)C)c(OC)cc1Cl	i	i
CCC1CN(C(=O)N2CCC(C(=O)NCCc3ccccc3)CC2)c2ccccc2O1 (stereo not given)	i	i
O=C(CNC(=O)c1ccc(Cl)cc1)NC1CCCCC1	i	i
COc1ccc(-c2nnc(NC(=O)c3ccccc3C)o2)cc1	i	i
O=S(=O)(c1cc(F)ccc1F)N1CCN(c2ccccn2)CC1	i	i
Cn1nc(-c2ccccc2)cc1NC(=O)C1CCCCC1	i	i
COC(=O)CNc1nc(OC)nc(N(C)C)n1	i	i
COc1cc(NC(=O)c2ccco2)c(OC)cc1NC(=O)CSc1nnc(-c2cccs2)n1C	i	i
O=C(/C=C/c1ccccc1)NC1CC2CCC1C2 (stereo not given)	i	i
Cc1ccc(N(C(=O)Cn2nnc(-c3ccc(C)o3)n2)C(C(=O)NC2CCCC2)c2ccco2)cc1 (stereo not given)	i	i
CCOC(=O)C1CCCN(C(=O)CN(c2ccc(OC)cc2)S(=O)(=O)c2c(C)noc2C)C1 (stereo not given)	i	i
O=C(CSc1nnc(CNC(=O)c2ccco2)o1)c1ccc(Cl)cc1	i	i
Cn1cc(/C=C2\SC(=O)N(c3ccccc3)C2=O)c2ccccc21	-6.55*	i
O=Cc1ccc(Oc2cnccn2)cc1	i	i
COc1cccc(/C=N/NC(=O)C(=O)Nc2ccccc2OC(F)(F)C(F)F)c1O	i	i
CCN1CCN(C(=O)C2=C(C(=O)O)CCCC2)CC1	i	i
COc1ccccc1NCC(=O)N/N=C/c1sccc1C	i	i
COc1ccc(/C=C2\Oc3cc(OCC(=O)N4CCC(C(=O)O)CC4)ccc3C2=O)c(OC)c1	i	i
COc1cc(NC(=O)c2ccco2)c(OC)cc1NC(=O)CCC(=O)Nc1cc(C)ccc1C	i	i
O=C(O)C1CCN(C(=O)CSc2nc3ccccc3s2)CC1	i	i

A different layout for some results above.
Screens in order – CHT block, CHT allo act
> Cn1cc(/C=C2\SC(=O)N(c3ccccc3)C2=O)c2ccccc21
    -6.55*, i
> O=Cc1ccc(Oc2cnccn2)cc1
    i, i
> COc1cccc(/C=N/NC(=O)C(=O)Nc2ccccc2OC(F)(F)C(F)F)c1O
    i, i
> CCN1CCN(C(=O)C2=C(C(=O)O)CCCC2)CC1
    i, i
> COc1ccccc1NCC(=O)N/N=C/c1sccc1C
    i, i
> COc1ccc(/C=C2\Oc3cc(OCC(=O)N4CCC(C(=O)O)CC4)ccc3C2=O)c(OC)c1
    i, i

Later entries
SMILES	CHT block	CHT allo act
COc1ccc(N(Cc2cc(=O)[nH]c3ccccc23)C(C)=O)cc1	i	i
CCN(CC)S(=O)(=O)c1cccc(-c2nnc(SCCOc3ccccc3)o2)c1	i	i
COc1ccccc1C(=O)NCCn1ccc2ccccc21	i	i
CC(=O)Nc1cccc(NC(=O)CSc2nnc(Cc3cccn3C)n2-c2ccc(C)cc2)c1	i	i
Cc1cc(=O)oc(C)c1C(=O)N1CCCc2ccccc21	i	i
COC(=O)[C@@]1(Cc2ccc(OC)cc2)[C@H]2c3cc(C(=O)N(C)C)n(Cc4c(CO)[nH]cc(C)c4=O)c3C[C@H]2CN1C(=O)c1ccccc1	i	i
Cc1ccc(-c2nn(CC(N)=O)c(=O)c3ccccc23)cc1S(=O)(=O)N(C)C	i	i
N#CC1=C2C=CC=CN2CC1=O	i	i
C=CCC(C#N)(c1ccc(OC)c(OC)c1)c1cnccn1 (stereo not given)	i	i
COc1cccc(/C=C2\SC(=S)NC2=O)c1OS(=O)(=O)c1ccc(NC(C)=O)cc1	i	i
CCc1cc2c(=O)n(CC(=O)NC3CCCCC3)cnc2s1	i	i
COC(=O)Cc1c(C)c2ccc(OCc3nn[nH]n3)cc2oc1=O	i	i

Whole records from above. Order of screens: CHT block	CHT allo act
C=CCC(C#N)(c1ccc(OC)c(OC)c1)c1cnccn1 (stereo not given) in the list: i	i
Cc1cc(=O)oc(C)c1C(=O)N1CCCc2ccccc21 in the list: i	i
CCc1cc2c(=O)n(CC(=O)NC3CCCCC3)cnc2s1 in the list: i	i

Next part.
SMILES	CHT block	CHT allo act
O=C(CSc1nc2ccccc2o1)N1CCN(S(=O)(=O)c2ccc3ccccc3c2)CC1	i	i
O=C(NC(=S)Nc1ccc2oc(=O)ccc2c1)c1cccc(F)c1	i	i
Cc1ccc(CNC(=O)Cn2cnc3cc([N+](=O)[O-])ccc3c2=O)cc1	i	i
COCCSc1nc(N)c(NC(=O)c2ccc(OC)cc2)c(=O)[nH]1	i	i
CC(=O)c1ccc(N(CC(=O)NC2CCCC2)C(=O)CNC(=O)c2cccs2)cc1	i	i
Cc1cc(NC(=O)CCc2ccc(-c3ccccc3)o2)no1	i	i
O=C(Cn1ccc2cc(S(=O)(=O)N3CCCC3)ccc21)NCc1ccco1	i	i
CCOC(=O)c1nn(-c2ccc(Cl)cc2)c2nc(Nc3ccccc3)cc(=O)n12	i	i
O=C(c1ccccc1)N1CCN(Cc2c[nH]c3ccccc23)CC1	i	i
c1ccc2c(c1)nc(N1CCOCC1)c1c3ccccc3[nH]c21	i	i
Cc1csc2nc(SCC(=O)Nc3ccccc3F)[nH]c(=O)c12	i	i
Cc1nn(C)c(C)c1CN(C)C(=O)CCCC(=O)O	i	i
COc1ccccc1CNCc1ccc(OC)c(OC)c1OC	i	i
O=C(O)CCCCCn1c(O)c(C=C2N=c3ccccc3=N2)sc1=S	i	i
COc1cc(C2Nn3c(nnc3-c3ccccc3OC)S2)ccc1O (stereo not given)	i	i
Cc1ccc2ccccc2[n+]1CCCS(=O)(=O)[O-]	i	i
CC(C)(C)c1cc(/C=N/NC(=O)C[n+]2ccccc2)cc(C(C)(C)C)c1O	i	i
N#Cc1ccccc1Sc1ccccc1C(=O)Nc1ccc2ccccc2c1	i	i
CC(OC(=O)CCN=C1NS(=O)(=O)c2ccccc21)C(=O)c1ccccc1 (stereo not given)	i	i
CCCC(=O)Nc1c2c(nn1-c1ccc(F)cc1)CS(=O)(=O)C2	i	i
COc1cccc(CNC(=O)c2ccc(CS(=O)(=O)Cc3ccc(C)cc3)o2)c1	i	i
CC1(c2nnc(-c3ccc(F)cc3)o2)CC(c2ccccc2)=NO1 (stereo not given)	i	i
COc1ccc(CCC(=O)Nc2nc(-c3ccncc3)cs2)cc1	i	i
Cc1ccccc1NC(=O)c1ccc(N/N=C/c2ccccc2O)c([N+](=O)[O-])c1	i	i
NC(=O)CC(NC(=O)Cc1cccc2ccccc12)c1ccc(NCCN2CCCC2)c([N+](=O)[O-])c1 (stereo not given)	i	i
CCCSc1nsc(NC(=O)c2cccnc2OCC)n1	i	i
COc1ccccc1Nc1ncnc2c1oc1ccccc12	i	i
CCN(CC(=O)Nc1ccccc1C(F)(F)F)C(=O)C1CSC2(C)CCC(=O)N12 (stereo not given)	i	i
O=[N+]([O-])c1ccc(Nc2nc(NCCO)nc(N3CCCC3)n2)cc1	i	i
COc1ccc(NC(=O)C(C)N(c2ccc(C)cc2)S(C)(=O)=O)cc1 (stereo not given)	i	i
COC(=O)Nc1nn(-c2ccc(Cl)cc2)c(=O)c(C#N)c1C	i	i
COC(=O)c1ccc(NC(=O)c2ccc[n+]([O-])c2)cc1	i	i
CC1(c2ccc(OC(F)F)cc2)NC(=O)N(CC(=O)c2ccc3c(c2)OCO3)C1=O (stereo not given)	i	i
COC(=O)Cn1c(=NC(=O)c2cc(OC)cc(OC)c2)sc2cc(OC)ccc21	i	i
Cc1cccc(C2(c3cccc(C)c3)OC(=O)c3ccccc32)c1	i	i
Cc1nc(SCC(=O)O)c(C#N)c(C)c1CC(=O)c1ccccc1	i	i
CC(=O)NS(=O)(=O)c1ccc(NS(=O)(=O)c2ccccc2[N+](=O)[O-])cc1	i	i
CCOC(=O)Cc1csc(NC(=O)c2csc3c2CCCC3)n1	i	i
O=C(c1ccco1)N1CCN(c2ncnc3c2oc2ccccc23)CC1	i	i
CC(=O)c1ccc(N2CCN(c3ccc4cc(S(=O)(=O)N5CCC(C)CC5)ccc4n3)CC2)cc1	i	i
O=c1[nH]c2cccnc2c2ccsc12	i	i
O=C(Cc1c[nH]c2ccccc12)NCc1cccs1	i	i
Cc1ccccc1Nc1nc(N)nc(CN2CCN(C(=O)c3ccccc3)CC2)n1	i	i
Nc1ncnc2c1ncn2C1OC(CO)C(O)C1O (stereo not given)	-10.1*	i
Fc1ccccc1CSc1nncn1NC/C=C/c1ccccc1	i	i
CCN(Cc1ccccc1)S(=O)(=O)c1ccc(C(=O)N(CCCN(C)C)c2nc3cc4c(cc3s2)OCO4)cc1	i	i
O=C(NCc1cccnc1)C1CC(c2ccccc2Cl)=NO1 (stereo not given)	i	i
Cc1ccc(NC(=O)Cn2c(CCC(=O)O)ccc2-c2cccs2)cc1Cl	i	i
CCCCn1c(N)c(N(CC(C)C)C(=O)CCCc2nc3ccccc3c(=O)[nH]2)c(=O)[nH]c1=O	i	i
Cc1ccc(CNC(=O)CSc2n[nH]c(N)n2)cc1	i	i
O=C(COc1ccc2c(c1)CCC2)N1CCN(c2ccccc2F)CC1	i	i
CCN(C(=O)Cc1c(C(=O)O)[nH]c2ccccc12)c1ccc(OC)cc1	i	i
O=C(CSc1cccc2cccnc12)N/N=C/c1ccc(O)cc1	i	i
O=C(OC1CCOC1=O)c1cc(-c2ccccc2)nc2ccccc12 (stereo not given)	i	i
O=C(COc1ccc(S(=O)(=O)NC2CCCCC2)cc1)NCc1ccccn1	i	i
Cc1ccnc2nc(C(=O)OCCOc3cccc(Br)c3)nn12	i	i
CCc1nn(CC(=O)N2CCN(CC)CC2)c(=O)c2cc3sccc3n12	i	i
Cc1ccc(C(=O)CN(CCC(=O)O)S(=O)(=O)c2ccc([N+](=O)[O-])cc2)cc1	i	i
CCCC(=O)Nc1nc2nc(-c3ccccc3)cc(-c3ccccc3)n2n1	i	i

Not a hit list; about 1.5% have a hit in one of these screens.
